Source: PubChem
S2 tox: Viability Counterscreen for Primary qHTS for Inhibitors of ATXN expression. Potency, µM (doses to about 56.7 µM), most hits filed as cytotoxic. AID 651635, 2014. S2 cells (HEK-293 line with an ATXN2-luciferase reporter) viability, CellTiter-Fluor protease fluorescence, 24 h. 400,000 tested, 0.49% active; also: potency is read from the fitted curve at half-maximal effect; nearly all actives have a fitted effect of over 40% in size
HepG2 tox: qHTS for Inhibitors of TGF-b: Cytotox Counterscreen | HepG2 CAGA-GFP viability, ATP luminescence, 18 h | Potency, µM (titrated, usually from 46.1 µM), without a hit: top-dose activity change, negative = cytotoxicity, actives largely listed as cytotoxic | 410,000 tested, 0.76% active | AID 588856, 2011; also: potency is read from the fitted curve at half-maximal effect; some results filed as inactive show a strong effect at the top dose
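CellTiter-Glo luminescence gave cytotoxicity after 18 hours at 37 degrees C. The cells were HepG2 CAGA-GFP in 1% FBS DMEM, stimulated with 500 pg/mL TGF-beta after compound addition. %Activity was normalised to no-cell wells (complete cell-killing) and DMSO (no toxicity), and curves were fitted and classified.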
Nrf2 activator: qHTS of Nrf2 Activators | AREc32 ARE-luciferase reporter (MCF7-derived line), luminescence, 24 h | Potency, µM (highest dose often 46.1 µM), without a hit: at the highest dose activation, most hits filed as activators | 410,000 tested, 0.31% active | AID 624171, 2012; also: potency is read from the fitted curve at half-maximal effect; % of control where 0% means no effect; nearly all actives have a fitted effect of over 65% in size
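Each well held 1000 AREc32 cells, which were incubated with compound for 24 hr at 37 deg C after overnight attachment, and ARE reporter activity was quantified by firefly luciferase luminescence.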
MCF10A rerep: A quantitative high throughput screen for small molecules that induce DNA re-replication in MCF 10a normal breast cells; Potency, µM (series often up to 46.1 µM), without a hit: top-dose activity, positive = re-replication, most hits filed as activators; MCF 10A DNA re-replication, Hoechst nuclear intensity, 48 h; 350,000 tested, 2.9% active; also: potency is read from the fitted curve at half-maximal effect; % of control where 0% means no effect; nearly all actives have a fitted effect of over 50% in size
IL1B secr inh: qHTS for Inhibitors of Inflammasome Signaling: IL-1-beta AlphaLISA Primary Screen; THP-1 LPS/ATP IL-1B secretion, AlphaLISA, 16 h; active compounds read low; activity change, % at 57.5 µM; 360,000 tested, 4.7% active; AID 743279, 2014; in the data active = activity change below about -50%; inconclusive = mostly about -30% to -49%; also: % is scaled to controls: 0 for no effect and ±100 for the full control effect
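Secreted IL-1B measured by AlphaLISA bead assay after 16 h compound exposure of THP-1 cells; compounds (final up to 57.5 uM) added 1 h before LPS (250 ng/mL) and ATP (1.25 mM) stimulation; lower signal means less secretion.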
ATXN2 expr inh: Primary qHTS for Inhibitors of ATXN expression; HEK-293 ATXN2-luciferase reporter, luminescence, 24 h; Potency, µM (series often up to 57 µM), inactives show at the highest dose activity change, negative = inhibition, hits mostly inhibitors; 360,000 tested, 0.72% active; also: potency is read from the fitted curve at half-maximal effect; % is scaled to controls: 0 for no effect and ±100 for the full control effect; nearly all actives have a fitted effect of over 55% in size
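qHTS (up to 57 uM final) was run with 24 h compound exposure of reporter cells at 37 °C. Each well was multiplexed: SteadyGlo luminescence measured ATXN2-luciferase expression after a fluorogenic Gly-Phe-AFC viability readout (25 uM final).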
Nrf2 inh: Nrf2 qHTS screen for inhibitors; Potency, µM (series often up to 46 µM), without a hit: at the highest dose activity change, negative = inhibition, usual class: inhibitors; A549 ARE-Fluc reporter, luciferase luminescence, 18-24 h; 360,000 tested, 2.1% active; also: potency is read from the fitted curve at half-maximal effect; % is scaled to controls: 0 for no effect and ±100 for the full control effect; nearly all actives have a fitted effect of over 60% in size
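Nrf2 activity is the BugLite luminescence, read 15 min after reagent at room temperature, following CellTiter-Fluor cytotoxicity readout (30 min, 37C). Compound titrations were applied for 18-24 h to 5000 A549 ARE_Fluc cells/well in 5% FBS OPTI-MEM.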
TGFb inhibitor: qHTS for Inhibitors of TGF-b. Potency, µM (top dose mostly 46.1 µM), without a hit: top-dose activity, negative = inhibition, usual class: inhibitors. HepG2 CAGA-GFP TGF-b/SMAD3 reporter, GFP fluorescence, 18 h; TGF-beta stimulated, 500 pg/mL final. 410,000 tested, 1.2% active; also: potency is read from the fitted curve at half-maximal effect; % is scaled to controls: 0 for no effect and ±100 for the full control effect; nearly all actives have a fitted effect of over 65% in size
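Per well, imaged GFP fluorescence of HEPG2 CAGA-GFP cells gives the signal; cells get compound, then TGF-beta (500 pg/mL final), 18 h at 37 degrees C; %Activity versus -TGF-beta and +DMSO controls.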
A549 viability: Nrf2 qHTS screen for inhibitors: counterscreen for cytotoxicity. Potency, µM (titrated, usually from 46 µM), for inactives: top-dose activity change, negative = cytotoxicity, most hits filed as inhibitors. 390,000 tested, 0.16% active. A549 ARE-Fluc cells, CellTiter-Fluor viability, 18-24 h; also: potency is read from the fitted curve at half-maximal effect; % is scaled to controls: 0 for no effect and ±100 for the full control effect
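A549 ARE-Fluc cells in 5% FBS OPTI-MEM, 5000 cells/well, rested 2 h then exposed to compounds in concentration-response for 18-24 h at 37 °C. Viability by CellTiter-Fluor fluorescence (Ex 405/Em 525) after 30 min; luciferase luminescence (BugLite, 15 min, RT) read afterwards.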
The depositor's hits bear a star; i = inactive; ? = inconclusive; . = not tested or not shown; & = joins results of further samples; [ ] = another dose, or the depositor's remark. Unless noted, calls follow the shape of the dose curve; as a rule, active = well fitted curve in the direction sought with a large enough effect; inconclusive = small, poorly fitted or top-dose-only effect, or another doubt; inactive = no such curve, though single readings can be large; an effect the other way counts as inactive or inconclusive. An unsorted share of the library, and some 8.8% of all compounds hit somewhere here.

SMILES	S2 tox	HepG2 tox	Nrf2 activator	MCF10A rerep	IL1B secr inh	ATXN2 expr inh	Nrf2 inh	TGFb inhibitor	A549 viability
O=C(c1ccccc1)N1CCC(CC2CC(c3ccc(Cl)cc3)=NO2)(C(=O)NCC2CCCCC2)CC1 (stereo unspecified)	?	5%	4.8%	-2%	-55*	-27%	-5%	?	-1%
C=CC1=CCN(S(=O)(=O)C(C)(C)C)[C@H]1CCO	i	-6%	0.7%	.	16	13%	.	-2%	.
Cc1nnc(N/N=C/c2ccc(-c3ccc(Br)cc3)o2)n1N	.	-104%	-1.5%	?	0	-33%	10%	?	-2%
COc1ccc(NC(=O)Cc2ccccc2)cn1	i	-2%	-0.3%	1%	16	-16%	-2%	2%	-7%
CC1CCC(NC(=O)c2ccc3c(c2)S(=O)(=O)c2ccccc2C3=O)CC1 (stereo unspecified)	i	-30%	3.8%	16%	-4	2%	16µM*	2%	-13%
CN1C(=O)/C(=C/c2ccc(-c3ccccc3[N+](=O)[O-])o2)SC1=Nc1ccc(Cl)c(C(=O)O)c1	?	-3%	7.6%	15%	8	16%	-4%	-1%	-13%
O=c1[nH][nH]c(C(F)(F)F)c1C=Nc1ccccc1	i	-1%	0.5%	9%	-5	2%	1%	15%	2%
CCc1cccc(C)c1NC(=O)c1ccoc1C	i	1%	-0.1%	12%	-7	0%	2%	-1%	-1%
COc1ccc(S(=O)(=O)N2CCOCC2)cc1NC(=O)CN1C(=O)NC2(CCCCC2C)C1=O (stereo unspecified)	i	3%	0.4%	0%	11	-24%	1%	-5%	5%
COc1cccc(/C=C2\SC(=S)N(CCCC(=O)N3CCCCC3)C2=O)c1	i	-14%	0.8%	28%	5	-2%	?	-10%	?
CC1(C)CC(NC(=O)c2ccccc2NS(=O)(=O)c2ccc(Br)cc2)CC(C)(C)N1	i	-17%	-0.7%	6%	5	-5%	-9%	-1%	-1%
O=C(CNC(=O)c1cc(S(=O)(=O)N2CCOCC2)ccc1N1CCCC1)Nc1ccc(F)c(F)c1	i	-6%	-0.3%	16%	-54*	-7%	?	1%	0%
COc1ccc(S(=O)(=O)N(Cc2ccccc2)c2ccccc2C(=O)Nc2ccccc2C(=O)NCc2ccco2)cc1	i	-12%	-0.2%[9.22 µM]	8%	-6	3%	-10%	?	-1%
O=C(O)c1ccc2c(c1)C(=O)N(N1C(=O)c3ccccc3C1=O)C2=O	i	-16%	-0.3%	-5%	28	3%	-9%	3%	-4%
COc1cccc(-n2ccn(CC(=O)c3ccc(F)cc3)c(=O)c2=O)c1	.	-8%	-0.7%	.	.	.	-14%	?	-1%
O=C(c1ccc(=O)[nH]c1)N1CCN(S(=O)(=O)c2cc(C(F)(F)F)ccc2Cl)CC1	i	-16%	-0.9%	-4%	-6	-8%	1%	-3%	4%
COc1ccc(/C=C/C(=O)Nc2sc(C)c(C)c2C(=O)O)cc1	?	-38%	-0.7%	.	.	18%	-11%	1%	-3%
CC(NC(=O)CCc1nnc(CCCc2ccccc2)o1)c1ccccc1 (stereo unspecified)	i	9%	4.7%	7%	47	.	?	9%	-6%
O=C(NCc1ccccc1C(F)(F)F)C1CCC(=O)N(C2CC2)C1 (stereo unspecified)	i	-6%	-0.7%	-3%	11	.	10%	-5%	-6%
Cc1ccc(S(=O)(=O)NC(=O)NC(=O)N(C)S(=O)(=O)c2ccc(C)cc2)cc1	i	-3%	0.4%	-10%	7	1%	3%	1%	1%

By substructure: the compounds so far containing two or more sulfur atoms
SMILES	S2 tox	HepG2 tox	Nrf2 activator	MCF10A rerep	IL1B secr inh	ATXN2 expr inh	Nrf2 inh	TGFb inhibitor	A549 viability
COc1cccc(/C=C2\SC(=S)N(CCCC(=O)N3CCCCC3)C2=O)c1	i	-14%	0.8%	28%	5	-2%	?	-10%	?
Cc1ccc(S(=O)(=O)NC(=O)NC(=O)N(C)S(=O)(=O)c2ccc(C)cc2)cc1	i	-3%	0.4%	-10%	7	1%	3%	1%	1%

(more compounds)
SMILES	S2 tox	HepG2 tox	Nrf2 activator	MCF10A rerep	IL1B secr inh	ATXN2 expr inh	Nrf2 inh	TGFb inhibitor	A549 viability
Cc1c(C(=O)NCc2ccc3c(c2)OCO3)cccc1[N+](=O)[O-]	i	10%	-0.6%	-15%	38	12%	0%	20%	3%
CCCCN(CCCC)CCNC(=O)c1cn(C)c2ccc(S(=O)(=O)N3CCCC3)cc2c1=O	i	0%&-1%	0.2%&-0.2%	6%	3	0%&4%	?	4%&-7%	-1%&10%
O=C(NCCn1ccc2ccccc21)c1ccc(S(=O)(=O)N2CCCCC2)cc1	i	-31%	-0.4%	8%	20	-11%	-28%	?	-3%
Cc1ccc(C)c(CN2C(=O)COc3ccccc32)c1	i	3%	-0.3%	0%	23	-2%	-9%	-3%	-10%
CCOC(=O)C1=CN(Cc2cccc(I)c2)S(=O)(=O)N(C)C1C (stereo unspecified)	i	-12%	5.5%	?	-14	-18%	-13%	-5%	15%
CCOC(=O)C(C)Sc1nnc(CNC(=O)c2ccc(OC)cc2)n1C1CCCCC1 (stereo unspecified)	i	3%	0.4%	-2%	-10	3%	5%	-17%	-7%
O=C(CSC1=NCCS1)Nc1ccnc2ccccc12	i	-26%	11%	-5%	?	-13%	5.2µM*	?	-15%
O=C(Nc1cc(C(F)(F)F)ccc1Cl)C(Sc1nnc(-c2cccs2)o1)c1ccccc1 (stereo unspecified)	i	-12%	2.5%[9.22 µM]	-1%	0	14%	24%	-15%	0%
CCC(=O)NCCCCCCNC(=O)CC	i	3%	0.0%	-9%	-2	9%	8%	6%	-1%
O=C(C[C@H]1C/C=C\C[C@@H](Cc2ccc(F)cc2)C(=O)OC[C@H]2CCCN2C1=O)NCCO	i	1%	-0.2%	-8%	16	14%	16%	10%	-3%
COc1cccc(NC(=O)CSc2nc(C)cs2)c1	i	10%	3.1%	-3%	15	24%	.	6%	2%
Cc1ccc(Nc2nc3c([nH]2)c(=O)[nH]c(=O)n3C)cc1	i	5%	-0.5%	4%	12	-11%	-14%	?	-9%
COc1cc(OC)c(NC(=O)Nc2c(C)n(C)n(-c3ccccc3)c2=O)cc1Cl	i	-18%	-0.4%	.	.	-1%	10%	-8%	-1%
CC(=O)N1c2ccc(S(=O)(=O)NCCC(=O)N3CCC(C)CC3)cc2CC1C (stereo unspecified)	i	-32%	0.4%	2%	16	-11%	-6%	11%	2%
CCOC(=O)c1cccc(NS(=O)(=O)Cc2ccccc2)c1	i	3%	-1.0%[9.22 µM]	-11%	32	-9%	9%	0%	4%
COc1ccc(C(=O)NC2CCN(CC(=O)N3CCCCC3)CC2)cc1	?	8%	-0.9%	-2%	2	0%	-4%	-2%	-7%
Cc1cc(C)c(C)c(S(=O)(=O)NC2CCCCC2)c1C	i	0%	-0.1%	3%	42	-10%	-13%	-29%	0%
COc1ccc(C(=O)CSC2=NS(=O)(=O)c3cc(Cl)ccc3N2)cc1	i	-2%	0.3%	-6%	-7	1%	-9%	-1%	-2%
CCOc1ccccc1NC(=S)Nc1ncccc1C	i	-12%	3.5%	18µM*	-28	-6%	-6%	0%	-4%
Cc1c(C(=O)OCC(O)=C(C#N)c2nc3ccccc3[nH]2)oc2ccc(Br)cc12	i	-10%	1.8%	?	19	0%	-7%	0%	3%
CC1CCCC(C)N1C(=O)CN1c2cccc3cccc(c23)S1(=O)=O (stereo unspecified)	i	-6%	7.2%	-1%	37	-6%	-16%	4%	-2%
O=C(CN1CCN(S(=O)(=O)c2ccccc2)CC1)NC(=O)NCc1ccccc1	i	7%	-0.7%	-3%	-15	6%	6%	8%	-3%
CC(C)N1CCN(Cc2ccc(-c3ccccc3Cl)o2)CC1CCO (stereo unspecified)	i	-18%	-0.1%	?	0	.	2%	-12%	0%
CCN(C(=O)C1=COCCO1)c1nc2c(C)cccc2s1	i	3%	0.5%	1%	2	3%	3%	-7%	8%
COC(=O)N/N=C/c1cc([N+](=O)[O-])cc(Br)c1O	i	-29%	6.5%	?	0	?	-3%	-2%	?
Cn1c(=NC(=O)CS(=O)(=O)c2ccccc2)sc2ccccc21	i	-3%	0.6%	1%	6	51%[activator]	26%	-8%	-5%
O=C1C(=O)N(c2ccccc2)c2ccccc21	i	-2%	0.5%	-4%	-3	-6%	-3%	-5%	-14%
CCC(C)NC(=O)CCSc1nc(-c2ccc3c(c2)OCO3)cc(C(F)(F)F)n1 (stereo unspecified)	i	7%	-0.1%	.	.	2%	1%	3%	-2%
CC1CCN(C(=O)CNC(=O)c2ccc(Cl)cc2Cl)CC1	i	-5%	1.4%	0%	-9	34%[activator]	?	-5%	10%
COc1ccc(CSC2=C(C#N)C(=O)NC3(CCCCC3)S2)cc1	i	3%	3.8%	.	3	.	.	-1%	.
COC(=O)CCc1ccccc1S(=O)(=O)N(CCC(=O)OC)Cc1ccccc1	.	2%	.	.	.	.	1%	-15%	-3%
Cc1cc(C)cc(NC(=O)N2CCN(S(C)(=O)=O)CC2)c1	i	0%	-0.6%	-2%	25	-18%	13%	1%	-2%
Cc1ccc(SCc2ccc(C(=O)Nc3ccccc3C(=O)NC(C)C)cc2)cc1	i	5%	0.2%	3%	16	-3%	4%	1%	7%
Cn1nc(C(F)(F)F)c(CO)c1Sc1ccc(F)cc1	i	43%	-0.7%	23%	24	-2%	-16%	22%	10%
